# Screening results deposited in PubChem BioAssay by National Center for Advancing Translational Sciences (NCATS).
# Giardia killer: kills Giardia lamblia; 340,000 compounds, 0.15% hits; activity change, % at 7.66 µM, hits read low; AID 540267; Giardia lamblia trophozoite viability; in the data active = activity change below about -80%; inconclusive = between about -30% and that limit;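 also: parasites exposed to compound for two days anaerobically before the ATP read; % is scaled to controls: 0 for no effect and ±100 for the full control effect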
#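 Anaerobic 48 hrs incubation at 37 deg C of 100 trophozoites/well with test compounds; ATPLite 1-Step luminescence, 15-30 min RT, reports cellular ATP as viability.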
# Coupling enz: counter-screen for Giardia aldolase inhibitors: coupling enzyme system; coupling enzyme system counterscreen, AmpLite Red fluorescence; activity change, negative = inhibition, % at 58.2 µM, hits read low; 290,000 compounds, 0.67% hits; in the data active = activity change below about -30%; also: % is scaled to controls: 0 for no effect and ±100 for the full control effect
#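 Coupling enzymes only (glyceraldehyde-3-phosphate) + compound, at 57.5 uM final, 10 min RT; add substrate/coupling/AmpLite Red mix, 20 min RT; fluorescence ex 525/em 598 nm. Actives flag coupling-system interference.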
# RORgamma inh: ROR gamma (mouse) transcription inhibition | Potency, µM (top dose mostly 53.6 µM), for inactives: at the highest dose activity change, negative = inhibition, most hits filed as inhibitors | Drosophila S2 Gal4-RORgamma UAS-luciferase reporter, 20 h | AID 2551 | 310,000 compounds, 5.4% hits | P51450; also: potency is read from the fitted curve at half-maximal effect; % is scaled to controls: 0 for no effect and ±100 for the full control effect; nearly all actives have a fitted effect of over 60% in size
# Target sequence (P51450 whole entry, looked up, the tested form may be a part): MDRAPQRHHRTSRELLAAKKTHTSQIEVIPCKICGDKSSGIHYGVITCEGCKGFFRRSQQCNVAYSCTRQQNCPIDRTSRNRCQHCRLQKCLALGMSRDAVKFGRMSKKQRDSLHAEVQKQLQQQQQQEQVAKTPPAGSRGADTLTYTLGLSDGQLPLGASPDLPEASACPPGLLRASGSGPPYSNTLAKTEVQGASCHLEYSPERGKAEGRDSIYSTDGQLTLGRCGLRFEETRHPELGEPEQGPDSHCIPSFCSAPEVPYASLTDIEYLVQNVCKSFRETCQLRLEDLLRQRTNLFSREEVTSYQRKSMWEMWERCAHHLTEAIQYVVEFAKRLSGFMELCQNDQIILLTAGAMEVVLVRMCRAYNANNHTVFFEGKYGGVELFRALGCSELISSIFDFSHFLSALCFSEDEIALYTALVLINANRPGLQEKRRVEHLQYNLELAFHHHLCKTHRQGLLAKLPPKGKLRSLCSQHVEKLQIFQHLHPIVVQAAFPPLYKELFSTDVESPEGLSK
#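 Compounds are pin-transferred onto Drosophila Schneider cells expressing a copper-inducible Gal4–ROR gamma transactivation domain fusion. After 1 hr, copper sulfate is added to 700 uM final; luciferase is read 20 hr later.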
# Gal4-VP16 FLuc: counter-screen for ROR gamma inhibitors: Gal4-VP16 reporter | Drosophila S2 Gal4-VP16 UAS-luciferase, luminescence, 20 h | Potency, µM (highest dose often 53.6 µM), for inactives: top-dose activity, negative = inhibition, usual class: inhibitors | 310,000 compounds, 3.5% hits;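 also: Gal4-VP16 expression switched on by copper sulfate through the metallothionein promoter; potency is read from the fitted curve at half-maximal effect; % is scaled to controls: 0 for no effect and ±100 for the full control effect; nearly all actives have a fitted effect of over 50% in size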
# KCNH2 3.1 inh: blocks the human KCNH2 3.1 channel isoform | 340,000 compounds, 0.95% hits | activity change, % (tested at about 1.8 µM) | AID 720553 | U2OS KCNH2 3.1, thallium flux FluxOr; stronger effect = lower value;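 active = maximum activity change below -70%; inconclusive = maximum activity change from -70% to -50%; inactive = maximum activity change above -50%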;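 also: thallium influx rate constant from kinetic fluorescence after stimulation buffer; % is scaled to controls: 0 for no effect and ±100 for the full control effect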
#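 Normalized rate constant (relative to positive and negative DMSO controls) derived from a 2 min kinetic fluorescence read after stimulation; U2OS cells expressing the 3.1 isoform via virus at 1.77 x 10^8 /mL.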
# NPC1 promoter act: activates the NPC1 promoter; Huh7 NPC1 promoter luciferase reporter, 24 h; Potency, µM (titrated, usually from 9.22 µM), without a hit: top-dose activation, usual class: activators; 320,000 compounds, 2.4% hits; AID 485313;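 also: potency is read from the fitted curve at half-maximal effect; % of control where 0% means no effect; nearly all actives have a fitted effect of over 60% in size; reporter is driven by a mutant NPC1 promoter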
#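 In 1536-well qHTS, Huh7 cells harboring an NPC1 promoter–luciferase construct received compound for 24 h; activation was quantified by luminescence following luciferase reagent addition.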
# uPA surface inh: blocks generation of uPA at the cell surface. cell surface uPA generation assay, qHTS. Potency, µM (highest dose often 38.3 µM), for the others: top-dose activity change, negative = inhibition, actives largely listed as inhibitors. 330,000 compounds, 0.31% hits. AID 540303; active = well fitted inhibition curve with a large enough effect; inconclusive = small, poorly fitted or top-dose-only effect; inactive = no such curve, though single readings can be large or run the other way; tested in mouse RAW 264.7 cells; also: potency is read from the fitted curve at half-maximal effect; % is scaled to controls: 0 for no effect and ±100 for the full control effect; nearly all actives have a fitted effect of over 55% in size
# Rab9 prom act: Rab9 promoter activation | Huh7 Rab9 promoter-luciferase reporter, luminescence, 24 h | Potency, µM (top dose mostly 9.22 µM), inactives show top-dose activation, negative = inhibition, usual class: activators | 320,000 compounds, 2.8% hits | AID 485297; also: potency is read from the fitted curve at half-maximal effect; % of control where 0% means no effect; nearly all actives have a fitted effect of over 60% in size
#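 Cell-based reporter: Huh7 stable for Rab9 promoter-driven luciferase, plated in reduced-serum medium with 10% FBS at 1500 cells/well, compound-treated 24 h at 37 °C, luminescence read after 10 min reagent.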
# Tb PFK block: blocks T. brucei phosphofructokinase. O15648. T. brucei PFK, ADP-Glo luminescence. Potency, µM (highest dose often 57.5 µM), inactives show at the highest dose activity, negative = inhibition, actives largely listed as inhibitors. 330,000 compounds, 0.17% hits. AID 485367;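 also: potency is read from the fitted curve at half-maximal effect; 0% = uninhibited 1x PFK enzyme wells and -100% = no-enzyme wells; nearly all actives have a fitted effect of over 60% in size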
#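 ADP-Glo luminescence quantified ADP after 45 min at room temperature, with 1.25 nM T. brucei PFK, 0.1 mM ATP and 0.5 mM fructose-6-phosphate in pH 8.0 TEA buffer. qHTS titrations up to 57 µM; curves classified by quality.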
# ELG1 genotoxic: inducers of genotoxicity in HEK293T ELG1-luciferase cells; HEK293T ELG1-luciferase reporter, luminescence, 16 h; Potency, µM (series often up to 46 µM), for inactives: at the top dose activity change, positive = activation, hits mostly activators; 330,000 compounds, 1.3% hits; also: potency is read from the fitted curve at half-maximal effect; % of control where 0% means no effect; nearly all actives have a fitted effect of over 60% in size
#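 DMSO vehicle served as control against compound-treated ELG1-luciferase HEK293T cells; exposure lasted 16 hr at 37 °C and 5% CO2, followed by ONE-Glo luminescence detection after 30 min.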
# FLuc counter: inhibits or activates purified firefly luciferase, miR-21 counter-screen. P08659. purified FLuc, Km substrates, luminescence inhibition. Potency, µM (titrated, usually from 57.5 µM), without a hit: at the highest dose activity change, negative = inhibition, actives largely listed as inhibitors. 360,000 compounds, 6.9% hits;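 also: potency is read from the fitted curve at half-maximal effect; plate controls were vehicle for no effect and reference inhibitor for full effect; nearly all actives have a fitted effect of over 55% in size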
# Target sequence (P08659 whole entry, looked up): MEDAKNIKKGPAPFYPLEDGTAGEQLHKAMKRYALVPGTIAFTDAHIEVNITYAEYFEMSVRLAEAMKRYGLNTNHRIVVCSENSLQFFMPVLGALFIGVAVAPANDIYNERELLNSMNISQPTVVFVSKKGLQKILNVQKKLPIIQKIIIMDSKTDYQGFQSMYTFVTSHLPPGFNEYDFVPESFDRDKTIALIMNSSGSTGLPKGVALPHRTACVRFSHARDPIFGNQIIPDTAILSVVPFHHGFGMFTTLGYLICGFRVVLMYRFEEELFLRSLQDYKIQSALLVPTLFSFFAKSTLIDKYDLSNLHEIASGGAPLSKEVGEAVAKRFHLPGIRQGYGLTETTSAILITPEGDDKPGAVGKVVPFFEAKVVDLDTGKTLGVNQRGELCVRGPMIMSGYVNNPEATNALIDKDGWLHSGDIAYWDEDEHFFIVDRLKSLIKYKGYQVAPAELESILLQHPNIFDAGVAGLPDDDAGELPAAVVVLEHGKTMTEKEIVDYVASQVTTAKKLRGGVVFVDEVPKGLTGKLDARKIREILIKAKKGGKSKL
#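 Purified P. pyralis luciferase (10nM final) with 10uM D-luciferin and 10uM ATP (Km levels) in 50mM Tris acetate pH 7.5, 10mM Mg acetate, 0.01% Tween-20, 0.05% BSA; qHTS 6-point titration, ~60 µM downward; luminescence read.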
# * hit, by the source's call; ? = inconclusive; . = not tested or not shown; & = joins results of further samples; [ ] = remark or other dose. Unless noted, calls follow the shape of the dose curve; as a rule, active = well fitted curve in the direction sought with a large enough effect; inconclusive = small, poorly fitted or top-dose-only effect, or another doubt; inactive = no such curve, though single readings can be large; an effect the other way counts as inactive or inconclusive.
SMILES,Giardia killer,Coupling enz,RORgamma inh,Gal4-VP16 FLuc,KCNH2 3.1 inh,NPC1 promoter act,uPA surface inh,Rab9 prom act,Tb PFK block,ELG1 genotoxic,FLuc counter
Cc1ccc2[nH]c(-c3cccc(F)c3)cc(=O)c2c1,0,-1&1,29%[96.6 µM],1%[96.6 µM],-6,-5%,?,-11%,0%,15µM*,13µM*
O=c1nc(-c2ccccc2)nc(-c2ccccc2)[nH]1,-7,2,6%,-2%,6,0%,-3%,1%,1%,4%,-17%
COc1ccc(C(=O)N2CCN(C(=O)Cc3ccccc3)CC2)cc1OC,-3,-2,25%,16%,-1,-2%,-1%,4%,-3%,5%,2%
COc1cccc(C(=O)C2CCCN(Cc3cccc(-n4nc(C)cc4C)c3)C2)c1 (stereo not given),-8,-1,-13%,-7%,-13,0%,-125%,5%,-1%,-7%,2%
Cc1nn(C)cc1C(=O)/C=C/c1ccc([N+](=O)[O-])cc1,-6,0,-25%,?,17,-9%,-10%,-19%,3%,7%,?
CCC1SC2=NCN(c3ccccc3)CN2C1=O (stereo not given),.,10,2%,-5%,.,-1%,.,6%,-2%,1%,1%
CC(C)n1nnnc1C(c1ccc(F)cc1)N1CCN(C2CCCC2)CC1 (stereo not given),24,3,1%,5%,0,7%,-6%,-1%,-6%,3%,0%
CCN(Cc1ccccc1)S(=O)(=O)c1cc(C(=O)NCC2CCCCC2)ccc1OC,9,1,-2%,-20%,-21,-4%,-7%,0%,-3%,-4%,2%
O=[N+]([O-])c1cccnc1Oc1ccc(F)cc1,19,1,17%,12%,-1,0%,-7%,0%,3%,0%,5%
CCCCC(=O)N1CCN(c2nc(-c3ccc(F)cc3)cs2)CC1,5,-4,-9%,0%,-3,-5%,6%,3%,1%,-3%,?
COc1cccc(NC(=O)CN(C)CC(=O)Nc2ccccc2-c2ccccc2)c1,-20,0,14%,-12%,10,2%,7%,-10%,-2%,-5%,-2%
O=C(O)C1CSC(c2ccc3c(c2)OCO3)N1 (stereo not given),6,6,4%,?,4,2%,2%,-6%,-4%,0%,?
Cc1cc(C)n(-c2nc3c(c(=O)[nH]c(=O)n3C)n2Cc2ccc(F)cc2)n1,-12,1,32%,-6%,-3,-5%,3%,-6%,-1%,2%,0%
COc1ccc(S(=O)(=O)Cc2ccc(C(=O)NCc3ccco3)o2)cc1,-10,0,9%,17%,-6,1%,5%,1%,-2%,-4%,1%
CCOC(=O)c1sc(C)c2c1NC(c1ccc(N(C)C)cc1)NC2=O (stereo not given),-12,0,15%,-1%,6,-4%,9%,4%,-5%,0%,4%
CCn1c(SCC(=O)Nc2cc(C)on2)nnc1-c1cccs1,-6,-1,28%,5%,-3,0%,0%,2%,1%,4%,7%
CC1=CC(C2CC(=O)N(c3ccccc3C)C2=O)CC2C(=O)N(c3ccccc3C)C(=O)C12 (stereo not given),-28,-2,68%,-2%,.,1%,12%,-2%,2%,-1%,4%
CC(C)NC(=O)N(C)C[C@@H]1Oc2ccc(NC(=O)CCN3CCOCC3)cc2CC(=O)N([C@@H](C)CO)C[C@@H]1C,43[activator],.,.,.,15,.,9%,.,0%,-2%,.
COc1ccc(S(=O)(=O)N2CCc3ccccc32)cc1NC(C)=O,32[activator],-12,0%,2%[10 µM],-17,-18%,-8%,-4%,-1%,-2%,6%
CCC1=C/C(=C/N(C)c2ccccc2)C(=O)S1,-7,-1,-22%,21%,10,21%,-3%,?,3%,?,?
CCCOc1ccc(S(=O)(=O)n2cc(Br)c(=O)[nH]c2=O)cc1,4,2,25%,-3%,1,8%,-6%,-4%,-3%,-2%,3%
Cc1cc(C)nc(SC(C)C(=O)Nc2ccc(S(N)(=O)=O)cc2)n1 (stereo not given),-23,3,-3%,3%,-1,1%,3%,-4%,-8%,-2%,2%
O=C(c1c[nH]c2ccccc12)N1CCN(c2ccccc2)CC1,-9,-2,19%,-5%,-13,-1%,3%,14%,-2%,-5%,-16%
CCCCOCCCNC(=O)CC(C)c1ccccc1 (stereo not given),-5,2,35%,-6%,16,-2%,1%,-1%,-7%,3%,-9%
O=C(Sc1cccc2cccnc12)c1ccccc1Br,.,-6,0.79µM*,2µM*,.,-33%[inhibitor],.,-23%,-4%,14%,24µM*

# Printed as active in RORgamma inh, among the entries above:
Molecule | RORgamma inh | NPC1 promoter act | uPA surface inh | Rab9 prom act | Tb PFK block
O=C(Sc1cccc2cccnc12)c1ccccc1Br | 0.79µM* | -33%[inhibitor] | . | -23% | -4%

# Structures shown so far that have an NH in an aromatic ring, in the order listed:
SMILES,Giardia killer,Coupling enz,RORgamma inh,Gal4-VP16 FLuc,KCNH2 3.1 inh,NPC1 promoter act,uPA surface inh,Rab9 prom act,Tb PFK block,ELG1 genotoxic,FLuc counter
Cc1ccc2[nH]c(-c3cccc(F)c3)cc(=O)c2c1,0,-1&1,29%[96.6 µM],1%[96.6 µM],-6,-5%,?,-11%,0%,15µM*,13µM*
O=c1nc(-c2ccccc2)nc(-c2ccccc2)[nH]1,-7,2,6%,-2%,6,0%,-3%,1%,1%,4%,-17%
Cc1cc(C)n(-c2nc3c(c(=O)[nH]c(=O)n3C)n2Cc2ccc(F)cc2)n1,-12,1,32%,-6%,-3,-5%,3%,-6%,-1%,2%,0%
CCCOc1ccc(S(=O)(=O)n2cc(Br)c(=O)[nH]c2=O)cc1,4,2,25%,-3%,1,8%,-6%,-4%,-3%,-2%,3%
O=C(c1c[nH]c2ccccc12)N1CCN(c2ccccc2)CC1,-9,-2,19%,-5%,-13,-1%,3%,14%,-2%,-5%,-16%

# The listing continues:
SMILES,Giardia killer,Coupling enz,RORgamma inh,Gal4-VP16 FLuc,KCNH2 3.1 inh,NPC1 promoter act,uPA surface inh,Rab9 prom act,Tb PFK block,ELG1 genotoxic,FLuc counter
Cc1ccc(C(=O)NCC(=O)NCCCc2ccccc2)s1,16,2,-4%,12%,-11,1%,2%,0%,-3%,0%,3%
C=CCNC(=S)Nc1ccc(C(N)=O)cc1,-1,0,0%,-2%,4,-5%,1%,-3%,-3%,0%,6%
Cc1nc(C)c(NC(=O)N2CCc3ccccc32)cc1NC(=O)N1CCc2ccccc21,11,0,-3%,-1%,25,-6%,-2%,1%,-1%,2%,1%
COc1ccccc1NC(=O)N1CCCC1C(=O)NCCc1ccccc1 (stereo not given),0,-2,2%,-15%,14,-5%,-22%,6%,-2%,0%,-5%
CC1(C)CC(=O)C=C(Nc2ccc([N+](=O)[O-])cc2)C1,-7,-1,5%,-7%,-5,2%,0%,9%,?,-3%,-13%
COc1cccc(C2NC(=S)NC3=C2CCc2ccccc23)c1 (stereo not given),6,-43*,-155%,0.28µM*,-7,-2%,4%,-3%,0%,-1%,-4%
CN(C)/C=C(/C(=O)c1ccc(Cl)cc1)S(C)(=O)=O,-14,-2,-9%,1%,-1,-1%,0%,-9%,0%,-2%,-2%
CCOc1ccc(NC(=S)c2ccncc2)cc1,6,-2,31%,?,-3,-5%,-4%,-8%,0%,1%,-12%
CC(C)(C)c1ccc(C(=O)Nc2cccnc2)cc1,-26,-2,?,1%,-6,2.8µM*,?,4µM*,0%,2.3µM*,2.7µM*
O=C(Nc1nc2c(s1)CCCC2)c1cc(-c2ccncc2)nc2ccccc12,12,1,?,?,-1,1%,4%,1%,3%,2%,?
O=C(Nc1cc(S(=O)(=O)Nc2ccccc2F)ccc1Cl)c1ccc(F)cc1F,-16,.,.,.,20,.,2%,.,7%,-1%,.
O=C(CCSc1nnc(-c2ccco2)o1)N1CCOCC1,-24,1,2%,2%,7,-1%,-1%,-1%,1%,-2%,-1%
OC1CCN(Cc2ccc3ccccc3c2)CC1,-17,-1,-41%,1%,-1,1%,-3%,1%,4%,-5%,-2%
O=C(c1ccc(S(=O)(=O)NCC2CCCO2)cc1)N1CCN(c2ccccc2)CC1 (stereo not given),-29,4,?,-6%,14,-4%,0%,-10%,-2%,-9%,-1%
CC(=O)Nc1ccc(S(=O)(=O)Nc2ccc3ccccc3n2)cc1,4,.,?,?,8,-10%,-3%,-4%,2%,-5%,2%
Cc1ccc(N2CCN(C(=O)c3ccccc3NC(=O)C3CCCCC3C(=O)O)CC2)cc1 (stereo not given),-9,4,11%,0%,9,-1%,8%,-2%,0%,0%,3%
Cc1cccc(NC(=O)CN2CCC(NC(=O)C3CCCCC3)CC2)c1C,2,0,13%,-8%,-14,-3%,-2%,1%,-1%,0%,-2%

# Compounds were not picked by outcome; overall some 14% were active at least once.
